FLuc modulator = inhibits or activates purified firefly luciferase, miR-21 counter-screen; P08659; purified FLuc, Km substrates, luminescence inhibition; Potency, µM (titrated, usually from 57.5 µM), without a hit: at the highest dose activity change, negative = inhibition, most hits filed as inhibitors; 360,000 tested, 6.9% active; AID 588342;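 note: plate controls were vehicle for no effect and reference inhibitor for full effect; nearly all actives have a fitted effect of over 55% in size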
Target sequence (P08659 whole entry, looked up): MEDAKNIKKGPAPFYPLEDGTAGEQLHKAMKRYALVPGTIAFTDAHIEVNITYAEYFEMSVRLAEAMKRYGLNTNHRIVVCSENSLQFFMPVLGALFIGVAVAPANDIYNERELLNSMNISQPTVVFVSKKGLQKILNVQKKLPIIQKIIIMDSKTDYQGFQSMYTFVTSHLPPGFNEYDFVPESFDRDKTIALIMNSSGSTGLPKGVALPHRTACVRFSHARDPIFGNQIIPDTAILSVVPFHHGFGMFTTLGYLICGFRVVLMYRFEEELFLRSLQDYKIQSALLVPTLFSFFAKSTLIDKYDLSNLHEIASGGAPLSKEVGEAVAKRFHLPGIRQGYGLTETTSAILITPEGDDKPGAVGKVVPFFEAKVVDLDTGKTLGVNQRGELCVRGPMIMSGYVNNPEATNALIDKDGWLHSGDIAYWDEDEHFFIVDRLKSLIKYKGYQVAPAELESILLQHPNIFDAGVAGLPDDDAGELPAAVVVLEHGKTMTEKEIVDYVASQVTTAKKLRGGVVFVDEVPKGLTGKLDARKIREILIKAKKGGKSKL
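Purified P. pyralis luciferase, 10 nM final, with Km-level 10 uM D-luciferin and 10 uM ATP in 50 mM Tris acetate pH 7.5, 10 mM Mg acetate, 0.01% Tween-20, 0.05% BSA; 6-point qHTS titration about 60 µM downward; luminescence read.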
BRCA1 expr act = increases BRCA1 expression; MCF7-BRCA1-FFLuc reporter, luminescence, 48 h; response scale: scaled: vehicle 0%, 10 µM genistein 100%; Potency, µM (highest dose often 46.1 µM), inactives show top-dose activation, usual class: activators; 380,000 tested, 1.1% active; note: nearly all actives have a fitted effect of over 80% in size; some results filed as inactive show a strong effect at the top dose
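Cells: MCF7-BRCA1-FFLuc, 2000/well. Exposure: 48 h, 37 °C, 5% CO2. Read: luminescence, 15 min post-substrate. Controls: genistein 10 microM (maximal activation), DMSO (neutral).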
* hit, by the source's call; ? = inconclusive. Calls come from the whole dose curve; as a rule, active = well fitted curve in the direction sought with a large enough effect; inconclusive = small, poorly fitted or top-dose-only effect, or another doubt; inactive = no such curve, though single readings can be large; an effect the other way counts as inactive or inconclusive. Potency is the fitted concentration of half-maximal effect.

SMILES | FLuc modulator | BRCA1 expr act
COc1cccc(Cc2nc3ccccc3nc2SCC(=O)N2CCCCC2C)c1 (centres undefined) | -14.2% | -28.7%
Cc1cc(C)cc(-n2c(SCC(=O)Nc3ccc4c(c3)OCO4)nc3c([nH]c4ccccc43)c2=O)c1 | -4.9% | -0.5%
COc1ccc(N2CCN(C(=O)c3c(C)nn(-c4ccc(F)cc4)c3-n3cccc3)CC2)cc1 | 4.8% | 12.2%
COC(=O)c1ccccc1NC(=O)c1ccc(=O)n(Cc2cccc(C)c2)c1 | -12.4% | -15.8%
Cc1ccc2c(CNCCc3ccco3)c(C(=O)O)n(Cc3ccc(F)cc3)c2c1 | 1.5% | -12.4%
Cc1cccc(NC(=O)c2ccc3snnc3c2)c1C | 5.6% | 6.9%
COc1ccc(N2CCN(C(=O)Nc3cn(CC(C)C)c(=O)c4ccccc34)CC2)cc1 | -2.1% | -4.9%
CCc1ccc(C(=O)c2cn(CC(=O)Nc3cc(OC)ccc3OC)c3ccc(C)cc3c2=O)cc1 | -1.1% | -16.4%
CC1=C(C(=O)Nc2ccc(C)cc2C)C(c2cccn2C)n2ncnc2N1 (centres undefined) | -2.7% | 3.8%
Cc1nc(-c2ccc(C)c(N3CCN(C(=O)Nc4ccccc4C(F)(F)F)CC3)c2)no1 | 3.3% | -7.3%
CCOC(=O)c1c(C)[nH]c(C)c1S(=O)(=O)N1CCC(C(=O)Nc2ccc(C)c(Cl)c2)CC1 | 2.9% | -39.2%
CCn1cc(C(=O)NCCCOC)c(=O)c2cc(S(=O)(=O)N3CCc4ccccc4C3)ccc21 | 6.5% | 1.4%
Cc1ccc(C)c(Cn2c(=O)n(CCCC(=O)NCCc3ccc(Cl)cc3)c(=O)c3ccccc32)c1 | -1.6% | -1.4%
COc1cccc(CNC(=O)CC(c2ccc(C)cc2)N2Cc3ccccc3C2=O)c1 (centres undefined) | 1.4% | -7.7%
COCCCN(Cc1ccco1)C(=O)c1cc2c(s1)-c1ccccc1OC2 | ? | -17.8%
COc1ccc(C)cc1NC(=O)CSc1nc(=O)n(Cc2ccncc2)c2c1CCC2 | -6.6% | 0.0%
Oc1ccc(Nc2nc3ccccc3n3cnnc23)cc1 | ? | -4.8%
O=C(Nc1ccc(Cl)cc1)C1CCN(c2nc3ccccc3nc2C(F)(F)F)CC1 | 2.3% | -6.7%
Cc1ccc(-n2c(=O)c3ccc(C(=O)NCc4ccccc4Cl)cc3n(CC(=O)Nc3cccc(F)c3)c2=O)cc1 | 0.3% | 2.2%
CCc1noc(-c2ccc(NCc3ccccc3)c([N+](=O)[O-])c2)n1 | ? | 21.3%
CCc1ccc(NC(=O)CC(c2ccc(C)cc2)N2Cc3ccccc3C2=O)cc1 (centres undefined) | -1.3% | 17.2%
CC(C)CC(=O)NC1CC(=O)N(c2ccc3c(c2)OCCO3)C1 (centres undefined) | -2.0% | -0.1%
COc1ccc(CNC(=O)CSc2ncc3c(n2)-c2ccc(Cl)cc2N(Cc2ccc(F)cc2)S3(=O)=O)cc1OC | -0.1% | 13.3%
O=C(CSc1nc(-c2cccs2)cc(C(F)(F)F)n1)Nc1ccccc1Cl | 3.7% | -34.5%
COc1ccc(-c2nc(C)c(CCNC(=O)c3ccc(C(F)(F)F)cc3)s2)cc1OC | ? | 8.9%
COc1ccc(CNC(=O)CSc2nc3ccccc3nc2Cc2ccccc2)cc1 | -6.9% | 10.0%
COc1cccc(NC(=O)C2CCN(c3nc4ccccc4nc3C(F)(F)F)CC2)c1 | -0.9% | -13.0%
N#Cc1cccc(NC(=O)C2CCN(S(=O)(=O)c3ccc4[nH]c(=O)ccc4c3)CC2)c1 | 3.0% | -9.0%
O=C(CSc1ncc2c(n1)-c1cc(Cl)ccc1N(Cc1ccccc1F)S2(=O)=O)Nc1cccc(C(F)(F)F)c1 | 2.5% | -18.6%
Cc1nn2c(-c3ccco3)ccnc2c1-c1ccc(Br)cc1 | 9.53µM* | 10.7%

Some of these compounds in order of length of the SMILES, ascending.
SMILES | FLuc modulator | BRCA1 expr act
Cc1nn2c(-c3ccco3)ccnc2c1-c1ccc(Br)cc1 | 9.53µM* | 10.7%
CC(C)CC(=O)NC1CC(=O)N(c2ccc3c(c2)OCCO3)C1 (centres undefined) | -2.0% | -0.1%
CCc1noc(-c2ccc(NCc3ccccc3)c([N+](=O)[O-])c2)n1 | ? | 21.3%
COc1ccc(C)cc1NC(=O)CSc1nc(=O)n(Cc2ccncc2)c2c1CCC2 | -6.6% | 0.0%
N#Cc1cccc(NC(=O)C2CCN(S(=O)(=O)c3ccc4[nH]c(=O)ccc4c3)CC2)c1 | 3.0% | -9.0%
O=C(CSc1ncc2c(n1)-c1cc(Cl)ccc1N(Cc1ccccc1F)S2(=O)=O)Nc1cccc(C(F)(F)F)c1 | 2.5% | -18.6%

The results go on:
SMILES | FLuc modulator | BRCA1 expr act
Cc1cc(C)cc(NC(=O)CN(c2cccc(C)c2C)S(=O)(=O)c2ccccc2)c1 | -0.2% | -9.1%
Cc1nc(SCC(=O)Nc2ccc(Br)cc2)[nH]c(=O)c1Cc1ccccc1 | ? | 2.3%
COc1ccc(C2NC(=O)NC(C)=C2C(=O)Nc2cc(C)cc(C)c2)c(OC)c1 (centres undefined) | -9.0% | 7.7%
CCOC(=O)c1cccc(NC(=O)c2cc3cc4ccc(C)cc4nc3o2)c1 | 1.4% | 13.9%
O=C(CSc1ncc(CO)n1Cc1ccc(F)cc1)NCc1ccco1 | 2.1% | 0.7%
CCOc1ccccc1NC(=O)CSc1nc2c(oc3ccccc32)c(=O)n1-c1ccc(F)cc1 | -2.2% | 6.8%
CC(C)Cn1cc(NC(=O)NCc2ccccc2Cl)c2ccccc2c1=O | -2.9% | -8.1%
CC(=O)N1CCc2c(sc3c2c(=O)n(-c2ccccc2)c(=O)n3Cc2cccc(C(F)(F)F)c2)C1 | -0.5% | -2.2%
COC(=O)c1nc2n(n1)C(c1cccc(Cl)c1)C(C(=O)Nc1ccccc1OC)=C(C)N2 (centres undefined) | 4.4% | -23.3%
COC(=O)c1ccccc1NC(=O)CSc1nc2nc(C)cc(C)n2n1 | -7.9% | 4.9%
CCc1ccc(NC(=O)[C@H](Cc2ccccc2)N2Cc3ccccc3C2=O)cc1 | 2.8% | 1.9%
CC(NC(=O)C1CCN(S(=O)(=O)c2ccc3c(c2)oc(=O)n3C)CC1)c1ccccc1 (centres undefined) | -4.1% | 6.0%
COc1ccccc1NC(=O)c1sc2nc(N3CCOCC3)c3c(c2c1N)CC(C)(C)OC3 | 0.6% | 8.9%
CCn1cc(/C=C(\NC(=O)c2ccc(OC)c(OC)c2)C(=O)NCCCn2ccnc2)c2ccccc21 | 3.0% | -0.9%
Cc1nn(-c2ccccc2)c2sc(C(=O)Nc3ccccc3Br)cc12 | -16.0% | -54.2%
COc1ccc(-c2c(C)nn3c(N4CCN(c5cc(Cl)ccc5C)CC4)cc(C)nc23)cc1OC | 1.8% | 0.0%
CC(C)Oc1ccccc1C1C=C(C(=O)O)Nc2ncnn21 (centres undefined) | -5.4% | 6.1%
COc1ccc(OC)c(C2CC(=O)Nc3c2c(=O)[nH]c2nc4ccccc4n32)c1 (centres undefined) | -4.4% | 8.7%
COC(=O)c1c(NC(=O)c2nc(SCc3cccc(C)c3)ncc2Cl)sc2c1CCCC2 | 0.6% | 22.9%
Cc1cccc(-n2ccnc2SCC(=O)Nc2cccc3ccccc23)c1C | -4.4% | -54.2%
COc1cccc(CNC(=O)CN2C(=O)N(c3c(C)cccc3C)S(=O)(=O)c3ccccc32)c1OC | -5.1% | -8.8%
CCOC(=O)CN1C(=O)N(c2ccc(C)c(C)c2)S(=O)(=O)c2ccccc21 | -6.1% | 0.0%
COc1ccc(-n2c(=O)c3ccccc3n(CC(=O)NCCc3ccc(OC)c(OC)c3)c2=O)cc1 | -1.4% | 1.9%
COc1cc2c(C(=O)N3CCN(c4ccc(F)cc4)CC3)cn(CC(C)C)c(=O)c2cc1OC | -1.7% | 0.1%
COc1ccccc1N1CCN(C(=O)CN2C(=O)COc3ccc(S(=O)(=O)N4CCOCC4)cc32)CC1 | -0.3% | 9.0%
COc1ccc(NC(=O)Cn2cc(C(=O)c3ccc(C)c(C)c3)c(=O)c3cc(OC)ccc32)cc1 | -7.9% | 2.9%
CN(C)c1ccc(Nc2ncnc3sc4c(c23)CCCC4)cc1 | ? | -3.8%
COc1cc(-n2c(=O)c3ccccc3n(Cc3cccc(Cl)c3)c2=O)cc(OC)c1OC | -4.9% | -12.0%
COc1cccc(NC(=O)CCc2c(C)nc3ncnn3c2C)c1 | 3.7% | 14.7%
COc1ccc(N2CCN(C(=O)c3ccc4c(c3)N(Cc3cc(C)ccc3C)C(=O)c3ccccc3S4=O)CC2)cc1 (centres undefined) | 2.0% | 5.0%
CCOc1ccc(Nc2sc(C(=O)c3cccc(OC)c3)c(N)c2S(=O)(=O)c2ccccc2)cc1 | 0.4% | -30.7%
COc1ccccc1-n1c(=O)n(C)c2c(C(N)=O)nc(-c3cc(OC)c(OC)c(OC)c3)nc21 | -4.3% | -38.2%
COc1ccc(CN(C)c2ccc(-c3nc(-c4ccc(OC)c(OC)c4)no3)cc2[N+](=O)[O-])cc1 | ? | 0.8%
CCc1ccc(-n2c(=O)c3sc4ccccc4c3n(Cc3cccc(F)c3)c2=O)cc1 | -0.8% | 16.2%
CCCCCn1c(CN2CCN(c3ccc(OC)cc3)CC2)nc2c1c(=O)[nH]c(=O)n2C | 12.0% | -37.3%
Cc1cccc(OCC(=O)Nc2cc(-c3ccccc3F)nn2-c2ccccc2)c1 | -2.3% | -0.1%
O=C1COc2ccc(-c3cc(-c4ccc(F)cc4)c4c(n3)-c3cc(Cl)ccc3OC4)cc2N1 | -1.9% | 9.2%
Cc1ccc(OCC(=O)Nc2ccc3nc(SCC(N)=O)sc3c2)cc1 | 4.6% | 0.0%
O=C(NCc1ccc(F)cc1)c1ccc2c(c1)nnn2C1CCCC1 | 1.2% | -19.4%
CCN(CCCNC(=O)c1cc2cc3cc(OC)ccc3nc2s1)c1cccc(C)c1 | -17.8% | 5.9%
CCC(CC)c1nn2cc(-c3ccccc3)nc2s1 | 0.269µM* | ?
COc1cc(-c2noc(-c3ccc(N4CCN(C)CC4)c([N+](=O)[O-])c3)n2)cc(OC)c1OC | -6.7% | -6.4%
CCOc1ccc(-n2c(=O)c3sc4ccccc4c3n(Cc3ccc(F)cc3)c2=O)cc1 | 3.8% | -0.1%
CCCOc1ccc(C(=O)Nc2c(C(=O)c3ccc(C)cc3)oc3ccccc23)cc1 | 0.6% | 3.0%
CCc1noc2nc(C)n(CC(=O)O)c(=O)c12 | -1.7% | 1.7%
CCCCn1c(CNC(=O)C23CC4CC(CC(C4)C2)C3)nnc1SCC(=O)Nc1ccccc1 | -10.6% | 7.0%
CC1=C(C(=O)Nc2cccnc2)C(c2ccccc2)n2nc(SCc3ccccc3)nc2N1 (centres undefined) | -7.1% | 1.3%
CC1=C(C(=O)Nc2ccccc2C)C(c2ccccn2)n2ncnc2N1 (centres undefined) | 3.3% | 16.9%
Cc1cccc(OCC(=O)OCc2cc(=O)n3nc(C4CCCCC4)sc3n2)c1 | 6.6% | 0.0%
O=C(Nc1nc2c(F)cccc2s1)c1ccc2c(c1)OCCO2 | 0.536µM* | ?
CCc1ccccc1NC(=O)Cn1c(=O)n(CCc2ccccc2)c(=O)c2sc3ccccc3c21 | -0.3% | 11.0%
CCOC(=O)c1c(C)[nH]c(C)c1S(=O)(=O)N(C)CC(=O)Nc1ccc(C)c(F)c1 | -2.8% | -8.6%
COc1ccc(C(=O)Nc2ccc3nc4n(c(=O)c3c2)CCCCC4)cc1OC | -1.4% | 28.4%
COc1ccccc1CNC(=O)CCCCn1c(=O)c2ccccc2n(CC(=O)Nc2c(C)cc(C)cc2C)c1=O | 2.6% | 0.0%
COc1ccc(-n2nnnc2SCC(=O)NCCc2ccccc2)cc1 | -2.0% | 7.0%
CCc1ccc2oc(-c3cccc(NC(=O)c4ccc(-c5cccc([N+](=O)[O-])c5)o4)c3)nc2c1 | 2.69µM* | 5.3%
Cc1ccc(-n2c3nc(=O)[nH]c(=O)c-3cc3c(C)nn(-c4ccccc4)c32)cc1Cl | 1.4% | 5.8%
COc1ccc(C(CC(=O)O)NC(=O)c2cc3ccccc3oc2=O)cc1OC (centres undefined) | -1.5% | -6.5%
COC(=O)c1ccccc1NC(=O)NCCc1c(C)nn(C)c1C | -8.5% | 0.0%
Cc1cc(Br)ccc1NC(=O)CCS(=O)(=O)c1cccc2nsnc12 | -9.6% | -8.6%
Next records follow:
SMILES | FLuc modulator | BRCA1 expr act
O=C(Cc1ccccc1)Nc1c(C(=O)N2CCN(c3ccc(F)cc3)CC2)oc2ccccc12 | -1.2% | 0.0%
COc1ccc(CNC(=O)c2ccc3c(c2)N=C(C)c2c(C)ccc(C)c2S3)cc1 | -0.6% | -64.1%
COC(=O)c1ccccc1NC(=O)Cn1c(=O)n(CCC(=O)NCc2ccc3c(c2)OCO3)c(=O)c2ccccc21 | 3.0% | 3.1%
COCCCn1c(SCc2ccccc2F)nc2c(sc3ccccc32)c1=O | 3.6% | 14.1%
CCOc1ccc(-c2cc(CCCC(=O)NCCc3cc(OC)c(OC)c(OC)c3)no2)cc1 | 13.5µM* | -41.5%
CCc1cccc(NC(=O)Nc2cn(C)c(=O)c3ccccc23)c1 | 1.4% | -4.4%
Cc1nn(C(=O)c2ccc(Br)cc2)c(C)c1S(=O)(=O)N1CCOCC1 | -19.4% | 5.1%

An excerpt. The share of hits here may be higher or lower than overall.
